# Assay outcomes from PubChem BioAssay.
# E-selectin induc: E-selectin induction on HUVECs | P16581 | HUVEC E-selectin immunofluorescence imaging; normalized: neutral wells 0, TNF-alpha wells 100 | activation, % at 7.58 µM | hit rate 0.37% among 260,000;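 active means mean E-selectin-positive cell signal at least 10% of the positive control, reached in at least 60% of replicates, without over 20% cell loss; inconclusive means no rule given, readout overlaps actives, possibly toxicity-flagged; inactive means the rest, including those meeting only one limit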;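 further: in these data hits start at about 27%; measured in HUVEC primary endothelial cells; signal is the percent of cells scored E-selectin positive by PE staining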
#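 Test system: HUVEC; input: 3,000 HUVEC/well; measured by: immunofluorescence imaging; read-out: % PE-positive cells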
# PglD DTNB: inhibitors of Campylobacter jejuni PglD acetyltransferase | AID 602405 | purified PglD enzyme, DTNB colorimetric CoA detection | hit rate 0.098% among 360,000 | inhibition, % at 12.5 µM; in the data active means inhibition above about 16%, passing the limit was not always enough; inconclusive means no clear call, values can overlap the other calls; further: strong numbers were not always called active
# RAD54 inh: inhibitors of human RAD54 branch migration. Q92698. RAD54 Holliday junction branch migration, FAM/BHQ fluorescence. hit rate 0.14% among 360,000. inhibition, % at 10.4 µM;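 active means mean normalized replicate activity at least 40 and at least half of replicates scoring 40 or more; inconclusive means only one of the two criteria met; inactive means mean below 40 and under half of replicates reaching 40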;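 further: 0% = median of neutral control wells and 100% = median of positive control wells; inhibitors cause a drop in the FAM fluorescence signal; in these data hits start at about 50%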
# Target sequence (Q92698 whole entry, looked up): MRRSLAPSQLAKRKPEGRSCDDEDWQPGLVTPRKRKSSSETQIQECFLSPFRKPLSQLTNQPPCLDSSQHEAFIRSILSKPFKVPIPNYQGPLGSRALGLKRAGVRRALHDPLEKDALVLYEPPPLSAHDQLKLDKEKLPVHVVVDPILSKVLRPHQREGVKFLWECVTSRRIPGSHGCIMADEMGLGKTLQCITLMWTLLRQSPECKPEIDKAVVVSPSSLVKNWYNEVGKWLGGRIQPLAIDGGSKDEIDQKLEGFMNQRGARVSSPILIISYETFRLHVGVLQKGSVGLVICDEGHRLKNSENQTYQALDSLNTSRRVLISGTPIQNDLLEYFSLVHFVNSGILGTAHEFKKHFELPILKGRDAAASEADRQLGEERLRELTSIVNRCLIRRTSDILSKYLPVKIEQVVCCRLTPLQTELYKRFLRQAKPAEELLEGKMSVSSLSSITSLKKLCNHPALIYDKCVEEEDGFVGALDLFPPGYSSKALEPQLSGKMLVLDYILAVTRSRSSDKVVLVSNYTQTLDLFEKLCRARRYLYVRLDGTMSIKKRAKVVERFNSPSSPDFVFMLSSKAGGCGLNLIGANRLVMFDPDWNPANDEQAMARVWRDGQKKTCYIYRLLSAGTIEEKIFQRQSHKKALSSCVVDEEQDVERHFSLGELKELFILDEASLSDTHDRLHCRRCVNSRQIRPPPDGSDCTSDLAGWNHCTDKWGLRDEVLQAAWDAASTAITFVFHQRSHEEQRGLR
# ERp5 block: inhibitors of human ERp5 | Q15084 | AID 651711 | hit rate 0.05% among 350,000 | inhibition, % at 9.99 µM | ERp5 insulin aggregation, absorbance 650 nm, 90 min;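 active means mean replicate inhibition above about 25%, with every replicate also reaching it, limit read from the data, passing the limit was not always enough; inconclusive means only one of those two criteria met; inactive means neither criterion met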
# CASP6 VEID inh: caspase-6 (human) enzyme inhibition; inhibition, % at 12.5 µM; hit rate 0.53% among 350,000; purified caspase-6, Z-VEID-R110 cleavage fluorescence; P55212;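 active means mean inhibition across replicates at least about 35%, with every replicate also reaching that limit, limit read from the data; inconclusive means only one of the two criteria met; inactive means neither criterion met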;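 further: 0% = median of neutral control wells and 100% = no fluorescence left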
# Target sequence (P55212 24-179 limits assumed): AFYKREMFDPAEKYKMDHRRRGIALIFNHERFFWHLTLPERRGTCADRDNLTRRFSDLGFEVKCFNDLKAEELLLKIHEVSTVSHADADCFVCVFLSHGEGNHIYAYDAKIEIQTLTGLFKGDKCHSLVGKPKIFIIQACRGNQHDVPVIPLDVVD
# Target sequence (P55212 194-293 limits assumed): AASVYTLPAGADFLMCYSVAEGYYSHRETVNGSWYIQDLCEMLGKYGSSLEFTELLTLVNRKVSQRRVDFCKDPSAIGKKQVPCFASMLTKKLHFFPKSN
# RAD52 anneal inh: inhibitors of human RAD52 DNA annealing | P43351 | recombinant RAD52 DNA annealing, FRET fluorescence | inhibition, % at 18.7 µM | hit rate 0.46% among 360,000;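 active means every replicate showing at least 50% inhibition; inconclusive means mean inhibition at least 50% but not in every replicate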
# ARNT-TACC3 inh: ARNT/TACC3 interaction disruption; hit rate 0.66% among 390,000; AlphaScreen His-ARNT PAS-B/GST-TACC3 binding, luminescence; TACC3 fragment carries E629A point mutation; inhibition, % at 9.99 µM; AID 623870;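 active means mean inhibition of replicates at least 50% and at least half of replicates each reaching 50%; inconclusive means half or more replicates reach 50% but mean below 50%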;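 further: 0% = complete ARNT plus TACC3 wells and 100% = ARNT alone without TACC3; many hits fall short of the cut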
# esBAF inh: inhibitors of esBAF chromatin remodeling in mouse ES cells; hit rate 2% among 350,000; Bmi1-luciferase knock-in reporter, 24 h; 100% = twice the neutral-well signal; reporter increase, % at 12.5 µM; AID 602393; in the data active means activation above about 40%; inconclusive means no clear call, values can overlap the other calls;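 further: 0% = median of the plate's neutral control wells and 100% = double that signal; a rise in the Bmi1 reporter signal indicates esBAF inhibition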
# * hit, by the source's call; i = inactive; ? = inconclusive; / = no result given. No enrichment for hits; overall some 3.2% were active at least once.
No.	SMILES	E-selectin induc	PglD DTNB	RAD54 inh	ERp5 block	CASP6 VEID inh	RAD52 anneal inh	ARNT-TACC3 inh	esBAF inh
1	COC(=O)CCCC(=O)N1CCCC(N(C)CCc2ccccc2)C1 (centres undefined)	0.1	-2	-10	2	-1	0	0	4
2	Cc1ccc(/C=C2\SC(=S)N(CCCC(=O)N3CCOCC3)C2=O)cc1	0.3	-17	8	5	3	2	9	-35
3	CC1CN(CCOCCSc2ccc(Cl)cc2)CC(C)O1 (centres undefined)	0.2	-8	-10	-3	-2	-16	-3	5
4	CCCCn1c2c(c(=N)c3c1CCC3)CCC2	/	1	3	/	/	/	0	-23
5	COC(=O)c1ccc(N2C(c3cccc(OC)c3)=Cc3ccc(F)cc3C2c2c(C)[nH]c3ccccc23)cc1 (centres undefined)	0.0	/	/	2	0	-22	/	/
6	CN(Cc1ccncc1)C1CC(=O)N(c2ccc(F)cc2)C1=O (centres undefined)	0.2	13	-3	-3	18	2	-1	/
7	Cc1cn(CC(=O)NCc2ccccc2)c(=O)[nH]c1=O	1.7	-2	-2	1	-5	-4	-2	4
8	CC1(C)COC(c2cc3c(cc2Br)OCO3)OC1	-0.1	7	8	11	-2	2	-25	15
9	O=C(NCCCN1CCOCC1)/C(=C/c1cccnc1)NC(=O)c1ccccc1	/	/	/	5	-8	-8	-3	/
10	CO[C@H]1CN(C)C(=O)c2ccc(NS(C)(=O)=O)cc2OC[C@H](C)N(C(=O)NC(C)C)C[C@@H]1C	-0.1	/	/	13	-1	-3	/	/
11	CN(C(=O)CSc1nnc(Cc2ccccc2F)n1N)C1CCCCC1	-0.2	/	/	0	-1	-11	-2	/
12	CC(=O)[C@@]1(O)CC[C@H]2[C@@H]3CCC4=CC(=O)CC[C@]4(C)[C@H]3[C@@H](O)C[C@@]21C	-0.1	1	-2	6	2	-1	8	-2
13	COc1ccc(CCC(=O)N2c3ccccc3CC2C)cc1 (centres undefined)	/	2	-9	/	/	/	-3	39
14	Oc1c(Cl)cc(Cl)c(Cl)c1CN1CCOCC1	-0.1	-3	7	1	-2	-8	-3	/
15	Cc1cc(C)c(Cn2c3ccccc3c3cnn(CC(=O)NCCN4CCOCC4)c(=O)c32)c(C)c1	/	-4	5	-7	-4	-15	-6	1
16	C[C@H](O)[C@@H]1C(=O)N2CCc3c([nH]c4c(-c5ccccc5)cccc34)[C@@H]2C[C@@H]1N(C)C(=O)Nc1ccccc1	-0.2	/	/	6	-1	16	/	/
17	CCCCC(=O)Nc1ccc(C)c(S(=O)(=O)N2CCCCCC2)c1	/	-1	6	4	-2	-23	2	3
18	C=CCn1c(-c2ccccc2OCC)n[nH]c1=S	0.3	6	0	3	0	-12	-2	/
19	CC(C(=O)NCc1ccccc1)N1CCN(c2ccc(F)cc2)CC1 (centres undefined)	-0.2	0	5	0	-2	-3	13	3
20	Cc1nn(Cc2ccccc2Cl)c(C)c1NC(=O)C1C2CCC(O2)C1C(=O)O (centres undefined)	/	-3	4	/	/	/	4	-1
21	C[C@H]1CN([C@@H](C)CO)C(=O)Cc2cc(NS(=O)(=O)c3cccs3)ccc2O[C@H]1CN(C)Cc1ccncc1	/	1	-12	/	/	/	-32	5
22	c1ccc(-c2noc(-c3ccno3)n2)nc1	0.3	/	/	-5	1	0	/	/
23	O=C(c1ccccc1)c1nn(-c2ccc(Cl)cc2)c(=O)cc1C(F)(F)F	/	3	2	/	/	/	8	-5
24	Cc1ccc(NC(=O)CN2C(=O)NC3(CCc4ccccc43)C2=O)cc1Cl (centres undefined)	/	-3	-7	/	/	/	-2	-7
25	CC(C)C[C@H](NC(=O)OC(C)(C)C)C(=O)N[C@@H](CO)[C@H](O)[C@@H]1C[C@@H]1C(=O)NC1CCCCC1	0.0	5	-13	12	1	-21	-1	0

No.	SMILES	E-selectin induc	PglD DTNB	RAD54 inh	ERp5 block	CASP6 VEID inh	RAD52 anneal inh	ARNT-TACC3 inh	esBAF inh
26	O=C(CN1CCN(C(C(=O)Nc2ccc(F)cc2)c2ccccc2)CC1)NC1CC1 (centres undefined)	/	4	17	-1	0	-5	-2	-7
27	C[C@H]1CN([C@@H](C)CO)C(=O)c2cccc(NS(=O)(=O)c3ccc(F)cc3)c2O[C@@H]1CN(C)Cc1ccc(C(=O)Nc2ccccc2N)cc1	-0.3	/	/	2	3	10	/	/
28	O=C(c1ccccc1)N1CCCC(C(=O)N2CCc3ccccc3C2)C1 (centres undefined)	/	0	-9	/	/	/	-17	0
29	COc1cccc(-c2ccc([C@H]3[C@@H](CO)N4C(=O)CN(C(=O)C5CCOCC5)C[C@@H]34)cc2)c1	-0.1	/	/	-1	2	2	/	/
30	CN(C)C(=O)CNc1n[nH]c(=S)[nH]c1=O	/	0	-9	-3	-2	3	22	/
31	Cc1ccc(Cl)cc1S(=O)(=O)N1CCC(C(=O)NC2CCN(Cc3ccccc3)CC2)CC1	0.0	-6	-9	0	10	-6	-13	1
32	Cc1ccoc1C(=O)Nc1cccc(Oc2ccccc2)c1	/	-2	4	/	/	/	-17	70*
33	CC(C)n1c(-c2ccccc2F)n[nH]c1=S	/	1	10	-6	-3	-12	12	0
34	CN(CC(=O)Nc1ccccc1C(F)(F)F)C(=O)Cc1ccccc1F	0.1	-1	4	1	3	-7	-5	-4
35	CCOc1ccc(N(CC(=O)NCc2ccc(F)cc2)C(=O)c2snc(C(N)=O)c2N)cc1	-0.1	0	-1	-1	3	-8	-4	1
36	CSc1ccc(NC(=O)Nc2cc(C)ccn2)cc1	/	3	-7	3	-1	3	-2	-65
37	O=C1CCCC2=C1C(c1cccc(O)c1)C1=C(N2)c2ccccc2C1=O (centres undefined)	1.7	/	/	-1	4	4	-2	/
38	COc1ccc(C(=O)NC(=S)NNC(=O)c2ccc(C)cc2)cc1	/	/	/	4	0	-37	2	-6
39	CN(C)CCCNc1nc(N)c([N+](=O)[O-])c(NCCO)n1	/	0	-2	0	-4	0	0	-7
40	CC(NC(=O)c1ccc2ccccc2n1)c1ccccc1 (centres undefined)	0.2	-4	-5	8	3	2	-8	0
41	C[C@H](CO)N1C[C@H](C)[C@@H](CN(C)C(=O)c2ccccc2F)Oc2cc(-c3ccc(F)cc3)ccc2S1(=O)=O	-0.2	3	2	9	-1	21	7	0
42	CN1CCN(CCCc2c3c(cc4c2CCC4)CCC3)CC1	/	-5	2	-4	-28	9	2	/
43	Cc1cc2oc(C(=O)NC3CCS(=O)(=O)C3)c(C)c2cc1C (centres undefined)	/	-9	-5	/	/	/	-3	4
44	COc1ccc(N=NC2=C(O)CC(C)(C)CC2=O)cc1	/	0	5	/	/	/	-7	1
45	O=C(NCc1ccncc1)C(=O)Nc1nccs1	/	0	-7	1	-3	-12	-4	/
46	NC(=O)C1CCN(CC(=O)Nc2ccccc2Sc2ccccc2)CC1	-1.3	/	/	-2	-1	-9	-4	/
47	Cc1nc2ccccc2c(=O)n1-c1ccc(F)c(NC(=O)c2cccs2)c1	2.0	0	4	-6	-1	-3	/	-5
48	CCC1(c2ccccc2)NC(=O)N(CC(=O)Nc2ccc(OC)nc2)C1=O (centres undefined)	-0.3	-4	-107	-28	0	i	2	-10
49	CN(CC(=O)NCCCN1CCOCC1)S(=O)(=O)c1ccc(Br)cc1	/	3	1	/	/	/	-8	2
50	CCCCN(C(=O)CSc1n[nH]c(-c2ccc(C)cc2)n1)c1c(N)n(CCCC)c(=O)[nH]c1=O	0.1	-1	-7	3	11	-9	-4	5

No.	SMILES	E-selectin induc	PglD DTNB	RAD54 inh	ERp5 block	CASP6 VEID inh	RAD52 anneal inh	ARNT-TACC3 inh	esBAF inh
51	COc1ccc(-c2cnc3c(c2)C(=O)N([C@H](C)CO)C[C@@H](C)[C@@H](CN(C)C(=O)C2CCC2)O3)cc1	-0.2	2	-4	-2	2	0	-3	2
52	C=CCn1c(N2CCCCCC2)nc2c1c(=O)[nH]c(=O)n2C	/	1	-6	/	/	/	1	-1
53	O=C(Cc1cc(=O)[nH]c(=O)[nH]1)NCc1ccc(Cl)cc1	-0.3	-5	10	-1	-1	-8	-11	-2
54	CNS(=O)(=O)c1cc(-c2nnc(Nc3ccc(NC(C)=O)cc3)c3ccccc23)ccc1C	-0.1	-4	15	0	-1	-2	-1	8
55	CN(C(=O)c1ccc(COc2ccccc2Br)o1)c1ccccc1	-0.1	/	/	-8	2	-13	/	/
56	Fc1cccc(-c2nn[nH]n2)c1	/	0	-10	/	/	/	-12	1
57	CCc1cccc(CC)c1N1C(=O)C2=C(SCCCS2)C1=O	-0.1	/	/	14	-46	i	/	/
58	O=C(NCc1ccco1)/C(=C\c1ccco1)NC(=O)c1ccccc1Cl	-0.1	-3	-5	-5	1	-11	-7	9
59	Cc1ccc(-n2nnnc2SCC(=O)NC2CCCc3ccccc32)cc1 (centres undefined)	1.7	4	-2	-11	4	-24	/	12
60	CCC(=O)N1CCCCN2[C@@H](CO)[C@H](c3ccc(/C=C/c4ccccc4)cc3)[C@@H]2C1	-0.6	2	-1	-5	0	7	16	/
61	CC1(C2CCC3(C)OC3C2)CO1 (centres undefined)	/	0	4	-4	-2	-1	-2	12
62	CN(Cc1cn(C)nc1-c1ccccc1F)Cc1nccn1C	/	0	11	0	-5	-2	25	-1
63	CO[C@H]1CN(C)C(=O)c2cc(NS(C)(=O)=O)ccc2OC[C@H](C)NC[C@H]1C	-0.1	/	/	-3	-2	20	/	/
64	Cn1cc(C=CC(=O)O)c2nccnc21	0.3	/	/	-9	-4	-7	/	/
65	O=C(O)c1ccc(/C=N/Nc2ccc(C(F)(F)F)cn2)cc1	/	/	/	1	1	-23	1	/
66	COc1ccc(NC(=O)c2cc3ccccc3oc2=O)c(OC)c1	/	-6	-2	1	0	-6	-16	47*
67	OCCN1CCN(CCCN2c3ccccc3Sc3ccc(C(F)(F)F)cc32)CC1	0.0	-1	?	-4	6	56*	15	-2
68	CC1=NN(c2ccccc2)C(=O)C1C(=O)c1ccc([N+](=O)[O-])cc1 (centres undefined)	/	/	/	2	0	-2	7	/
69	COc1ccc(CNC(=S)NC(C)CCc2ccccc2)cc1 (centres undefined)	/	/	/	8	-2	-9	7	/
70	C[C@H](CO)N1C[C@H](C)[C@H](CN(C)Cc2ccccc2)Oc2ccc(NC(=O)CCC(F)(F)F)cc2CC1=O	-0.1	-2	7	3	4	-12	-6	2
71	COc1cc(OC)cc(-c2c(C#Cc3ccsc3)c3cc(-c4ccc(C(N)=O)cc4)ccc3n2C)c1	1.6	-5	-9	-1	1	-42	-4	-8
72	O=C(C1CCOCC1)N1CC2(C1)[C@@H](c1ccccc1)[C@@H](CO)N2CCC(F)(F)F	0.0	/	/	0	-2	-8	/	/
73	C=CCn1c(-c2cc(-c3ccc(C)cc3)nc3ccccc23)n[nH]c1=S	/	/	/	6	4	-14	0	/
74	COc1ccc(S(=O)(=O)N2CCCC(C(=O)NCCC(C)C)C2)cc1 (centres undefined)	/	5	-3	-1	0	-2	-5	4
75	CC(C)(C)[S@](=O)N1Cc2cc(C(=O)N3CCOCC3)nc(-c3cccc(-c4ccccc4F)c3)c2[C@@H]1CCO	0.0	-1	5	3	0	-36	3	2
76	CC(=O)Nc1ccc(S(=O)(=O)NC2=C(N3CCN(c4ccc(F)cc4)CC3)C(=O)c3ccccc3C2=O)cc1	-0.6	1	-5	-2	3	-7	27	/
77	COc1c(OC)c(O)c2c(=O)c(O)c(-c3ccccc3)oc2c1OC	/	2	-10	-3	-1	-6	2	5
78	O=C(C1CCCC1)N1CC2(C1)[C@@H](c1ccccc1)[C@@H](CO)N2CC1CC1	0.2	/	/	5	-1	-2	/	/
